# Screening results: PubChem BioAssay, several laboratories
# eIF4E-4G inh = eIF4E/eIF4G interaction inhibition in translation initiation | P63073+Q04637 | TR-FRET eIF4E-eIF4GI(517-606) binding, 2 h | inhibition, % at 21.7 µM | 220,000 compounds, 0.37% hits | AID 782;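 also: 0% = full FRET control wells and 100% = background wells lacking eIF4GI fragment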
# NCF1 inh = blocks human p47phox regulatory protein of NADPH oxidases; AID 1274; inhibition, % at 24.7 µM; p47phox/p22phox peptide binding, fluorescence polarization, 2 h; 220,000 compounds, 0.53% hits; P14598;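 also: 0% = p47phox with labelled peptide and 100% = labelled peptide alone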
# Target sequence (P14598 whole entry, looked up): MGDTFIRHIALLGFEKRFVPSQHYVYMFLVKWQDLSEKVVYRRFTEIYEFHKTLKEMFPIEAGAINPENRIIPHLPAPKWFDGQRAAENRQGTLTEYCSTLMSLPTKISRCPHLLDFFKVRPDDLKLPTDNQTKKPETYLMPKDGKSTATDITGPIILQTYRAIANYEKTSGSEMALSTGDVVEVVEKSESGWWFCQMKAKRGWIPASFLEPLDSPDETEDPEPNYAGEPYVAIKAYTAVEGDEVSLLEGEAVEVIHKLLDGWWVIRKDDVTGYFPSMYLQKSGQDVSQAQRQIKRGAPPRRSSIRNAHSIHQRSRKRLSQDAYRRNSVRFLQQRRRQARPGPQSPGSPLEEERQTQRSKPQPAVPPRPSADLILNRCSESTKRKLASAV
# Rad51 HR inh = Rad51 (human) homologous recombination inhibition. Q06609. hRad51 DNA strand exchange, fluorescence dequenching. inhibition, % at 10 µM. 200,000 compounds, 0.085% hits;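 active = inhibition above 40% at the single screening dose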;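 also: 0% = DMSO control wells and 100% = blanks with heterologous ssDNA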
#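 Read-out basis: percent inhibition relative to plate controls and blanks / Assay system: human Rad51 nucleoprotein filaments preassembled on unlabelled ssDNA / Timing: filaments 15 min 37 °C, then compound 30 min / Control set: per-plate controls and blanks / Technique: fluorescence dequenching at 485/520 nm / Compound: 10 µM final, single point / Also added: Fluorescein- and BHQ1-tagged 47-mer duplex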
# Furin inh = inhibitors of human furin. purified furin, fluorogenic substrate cleavage. inhibition, % at 30 µM. 220,000 compounds, 0.061% hits. AID 463115; in the data active = inhibition above about 25%; also: inactives centre near -15
# KLK5 inh = inhibitors of human kallikrein 5; inhibition, % at 5 µM; AID 873; recombinant hK5, fluorogenic AMC substrate cleavage; 210,000 compounds, 0.59% hits; Q9Y337;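 active = inhibition of 40% or more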;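 also: 0% = enzyme controls without compound and 100% = no-enzyme blanks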
# thrombin 1536 = thrombin (human) inhibition; P00734; alpha-thrombin, Boc-VPR-AMC fluorogenic substrate cleavage; inhibition, % at 5 µM; 220,000 compounds, 0.26% hits; AID 1046;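 active = inhibition at or above 40%; inactive = inhibition below 40%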;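 also: 0% = enzyme with no compound and 100% = wells without enzyme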
#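 Material: human alpha-thrombin protein; Also added: Boc-VPR-AMC substrate, 15 µM final; Timing: enzyme reaction carried out at room temperature; Signal: fluorescence, ex 355 nm, em 460 nm; Measure: % inhibition of thrombin; Controls: enzyme without compound as high, wells lacking enzyme as low.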
# EBV gp42 block = EBV gp42 inhibition. 220,000 compounds, 0.42% hits. AID 1085. Q1HVG2. Fluorescence polarization binding assay, mP read-out. inhibition, % (tested at 21.74 µM); in the data active = inhibition above about 50%
# Target sequence (Q1HVG2 whole entry, looked up): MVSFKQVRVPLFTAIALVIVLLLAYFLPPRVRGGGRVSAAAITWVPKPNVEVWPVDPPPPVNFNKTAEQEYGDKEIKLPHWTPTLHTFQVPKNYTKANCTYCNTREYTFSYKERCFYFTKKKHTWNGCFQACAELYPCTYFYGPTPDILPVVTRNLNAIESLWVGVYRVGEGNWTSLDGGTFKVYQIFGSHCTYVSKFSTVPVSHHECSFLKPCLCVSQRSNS
# Cl transport mod = modulates chloride dependent transport by human KCC2; Q9H2X9; 190,000 compounds, 2.2% hits; AID 1456; B-score of Tl+ flux slope (higher = more flux/activation; lower = inhibition) at 10 µM; KCC2 cells, thallium flux FluoZin-2 fluorescence;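 active = thallium flux slope and its plate-corrected score both differing from the plate sample mean at a set confidence after two filtering rounds, in either direction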;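 also: slope of fluorescence scaled to starting intensity during 10 to 20 s after thallium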
# 14-3-3 Bad inh = disrupts binding of bovine 14-3-3 zeta to phospho-Bad peptide. AID 781. 220,000 compounds, 0.71% hits. P63103. inhibition, % at 21.7 µM. TR-FRET 14-3-3zeta/Dy647-pBad peptide displacement, 1 h;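 active = inhibition above about 70%, limit read from the data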;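 also: 0% = full 14-3-3 plus peptide FRET controls and 100% = background without 14-3-3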
# Target sequence (P63103 whole entry, looked up): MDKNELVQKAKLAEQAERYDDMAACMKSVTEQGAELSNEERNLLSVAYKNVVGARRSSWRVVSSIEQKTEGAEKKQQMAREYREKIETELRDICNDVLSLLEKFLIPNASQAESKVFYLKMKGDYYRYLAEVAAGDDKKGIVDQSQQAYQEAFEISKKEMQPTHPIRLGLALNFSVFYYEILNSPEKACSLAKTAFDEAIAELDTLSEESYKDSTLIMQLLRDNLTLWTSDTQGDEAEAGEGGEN
# The depositor's hits bear a star; / = no result given; [ ] = dose if it differs, or a comment.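 The calls were made as follows, unless noted: active = inhibition above about 30% (limit read from the data); inactive = the rest.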
# Values in the order: eIF4E-4G inh	NCF1 inh	Rad51 HR inh	Furin inh	KLK5 inh	thrombin 1536	EBV gp42 block	Cl transport mod	14-3-3 Bad inh
OCCNc1nc2ccccc2n1CC(O)c1ccccc1 (centres undefined)
 : 1	-10	6	-12	1	-7	-25	-0.59	-12
O=S(=O)(Nc1nc(SCc2ccc(Cl)cc2)n[nH]1)c1ccc(F)cc1
 : 0	-9	-10	8	18	-5	-10	-0.98	12
CCOC(=O)C(C)/C(C)=N/NC(N)=S (centres undefined)
 : 7[fluorescence artefact?]	-7	12	-10	-19	-7	-8	1.7	-22
CCN(CC)S(=O)(=O)c1ccc(N2CCCC2)c(NC(=O)c2ccccc2OC)c1
 : -12	-3	/	-32	1	2	-6	-0.6	3
N#C/C(=C(/O)CSc1ccccc1C(=O)O)c1nc2ccccc2s1
 : -11	-20	-6	-7[20 µM]	6	-5	11	0.33	-10
COc1ccc(NC(=O)C(Sc2ccccc2)c2ccccc2)c(OC)c1 (centres undefined)
 : -1	-25	-2	-8	-2	-4	3	-1.1	-1
CN(C)c1ccc(C2N(c3ccc(F)cc3)C(=O)C3CCCN32)cc1 (centres undefined)
 : -2[fluorescence artefact?]	-18	1	-12	-7	-3	-2	1.2	3[fluorescence artefact?]
O=C(Cn1[nH]c(=O)c2ccccc2c1=O)Nc1cccnc1
 : 5	-20	10	-30	-13	4	-2	-0.018	-11
CC(=O)Nc1nc(-c2ccccc2)nc(-c2ccccc2OC(C)=O)n1
 : -4	-17	-6	-1	-11	2	-5	-2.6	3
CCOc1ccccc1-c1nnc(SCC(=O)NC2CC3CCC2C3)n1CC (centres undefined)
 : -2	7	4	-19[20 µM]	1	-7	-15	-0.035	-8
O=C(CCC(=O)c1ccc(Oc2ccccc2)cc1)Nc1cccc(Cl)c1Cl
 : 20[fluorescence artefact?]	-18	14	-27	-9	0	-19	-0.25	-1
O=C(CNC(=O)c1ccccc1F)NCCOc1ccccc1Cl
 : 3	5	4	-9	-15	-8	5	-0.56	-10[fluorescence artefact?]
CC(=O)N1N=C(c2ccncc2)OC12CCCCC2
 : 6	0	0	-14[20 µM]	-11	-4	-10	-0.028	29
Cc1cc(C)n2nc(C(F)(F)F)c(-c3ccccc3)c2n1
 : 4	-5	2	-29	-1	-5	-16	-0.011	9
Cc1cc2oc(=O)cc(C)c2c(=O)o1
 : 2[fluorescence artefact?]	-1	-3	-27[20 µM]	5	1	-15	/	5
CCOc1ccc(C(CC(=O)O)n2cnnn2)cc1 (centres undefined)
 : 0	-4	-2	-27	-5	-2	-9	0.92	-2
Cc1cc(C)cc(NC(=O)c2nccnc2C(=O)O)c1
 : 3	-13	9	-15	-5	-6	-5	/	2
O=[N+]([O-])c1ccc(N2CCN(S(=O)(=O)c3ccc4ccccc4c3)CC2)cc1NCC1CCCO1 (centres undefined)
 : 11	-28	2	-6	-15	-7	-13	-1.3	-4[fluorescence artefact?]
CCOC(=O)C1=C(C)Nc2ccccc2N=C1NC(=O)c1ccc(Cl)c(S(=O)(=O)N2CCCC2)c1
 : -9	-99	-12	-30	-20	-4	-32	-1.2	-42
Cc1cc(SCNC(=O)c2ccccc2)nc(C(C)C)n1
 : 1	3	6	-23	-3	6	1	1.1	3

# Brought forward from above: 2 entries, then new ones.
compound	eIF4E-4G inh	NCF1 inh	Rad51 HR inh	Furin inh	KLK5 inh	thrombin 1536	EBV gp42 block	Cl transport mod	14-3-3 Bad inh
CCOC(=O)C1=C(C)Nc2ccccc2N=C1NC(=O)c1ccc(Cl)c(S(=O)(=O)N2CCCC2)c1	-9	-99	-12	-30	-20	-4	-32	-1.2	-42
Cc1cc(SCNC(=O)c2ccccc2)nc(C(C)C)n1	1	3	6	-23	-3	6	1	1.1	3
CCN(CC)S(=O)(=O)c1ccc(NC(=O)COC(=O)c2ccc(Br)o2)cc1	3	-18	8	-19	-7	2	-11	-1.8	-8[fluorescence artefact?]
N#Cc1cc2c(nc1SC1CCCCC1O)CCCC2 (centres undefined)	1	-12	-6	-10[20 µM]	-19	-4	-16	-0.66	-9
c1ccc(-c2nc3nc4ccccc4nc3n2Cc2ccco2)cc1	7[fluorescence artefact?]	-19	2	6	-3	-1	4	-0.77	-6[fluorescence artefact?]
CCN(CC)S(=O)(=O)c1ccc(C(=O)NCc2n[nH]c(=S)n2Cc2ccccc2)cc1	10	-7	-1	-2	-4	9	-21	-0.84	33
CCOC(=O)c1c(N)sc(C(O)(C(F)(F)F)C(F)(F)F)c1-c1ccc(OC)cc1OC	-3	-21	-1	-4	-27	-3	-7	/	12
COCCNCCCOc1ccc(C)cc1Br	0	-2	1	-17	-2	-3	-1	-0.33	3
CCOC(=O)c1cc(CC)sc1/N=C/C1=C(O)CCCC1=O	17	-13	6	37*	-9	-4	-7	-2	3[fluorescence artefact?]
O=C(c1cccc(C(F)(F)F)c1)C1CCCN(C(=O)CCCN2CCCC2=O)C1 (centres undefined)	-3	-11	7	-20	-2	-3	-18	/	-6
O=C(CSc1ccccn1)N1CCN(c2ccccc2)CC1	13	-3	1	-21[20 µM]	-2	-1	-13	-1.5	-19
O=C(CC1CCCCC1)N1CCN(c2ccccn2)CC1	7	5	2	-15[20 µM]	2	-7	-4	1	-2
CCCN(CCC)C(=O)Nc1ccc(F)cc1F	3	-4	/	-14	-1	-13	-13	0.42	2
O=S(=O)(c1ccccc1)c1nc(-c2ccccc2F)oc1NCc1cccnc1	5	-7	11	-11	-6	-1	13	-0.54	7
COc1ccc(-c2cc(-c3nnc(COC(=O)C4CC4C)o3)c3ccccc3n2)cc1OC (centres undefined)	1	-75	2	-11	10	-2	-28	-1.2	-9
Cc1cc(/C=N/NC(=O)COc2cccc3cccnc23)c(C)n1-c1ccc(O)cc1	-4	-11	-2	-12	-21	0	-10	-0.65	-14
O=C(Cn1cnc2ccccc21)OCC(=O)N1CCc2ccccc2C1	13[fluorescence artefact?]	-2	7	-20	-11	-2	-15	0.92	1[fluorescence artefact?]
Cc1cnc(NC(=O)CSc2nc3ccccc3s2)s1	0	-18	16	1[20 µM]	29	16	-1	-1.2	3
CN(C)CCCNC(=O)c1ccc(CN(c2ccccc2)S(C)(=O)=O)cc1	4[fluorescence artefact?]	6	4	-23	6	14	-10	0.07	9[fluorescence artefact?]
CN(C)CCOc1nc(-c2ccccc2)nc2c1oc1ccccc12	-4	-31	3	-19	0	-2	-10	0.4	9
O=C1CCC(=O)N1c1ccc(CSc2nc3ccccc3[nH]2)cc1	3	-7	4	-18	-4	-4	-8	/	10
FC(F)C(F)(F)C1=CC(c2cccs2)=NCCN1	-5	-6	0	-7[20 µM]	3	4	-4	0.13	-4
CC(=O)N1CCc2cc(S(=O)(=O)NC(C(=O)NC3CCCc4ccccc43)C(C)C)ccc21 (centres undefined)	8[fluorescence artefact?]	-6	-7	-5	12	-2	-10	-0.14	10[fluorescence artefact?]
Cc1cccc(C)c1OCCNC(=O)CCC(=O)c1ccccc1	1[fluorescence artefact?]	-8	-3	-9	-6	-6	-11	-1.7	4
Cc1ccccc1NC(=S)NC1CC2CCC(C1)N2Cc1ccco1 (centres undefined)	11[fluorescence artefact?]	-6	-11	1[20 µM]	21	-3	6	1	-8
CC(C)(C)c1ccc(S(=O)(=O)N2CCCC2C(=O)NC2=NCCS2)cc1 (centres undefined)	-1	-14	6	-11	-10	8	-5	-0.45	-6
CCCC(=O)CN1C(=O)C2(OCCO2)c2ccccc21	-4	-8	4	-20	2	0	-10	0.33	-1
CCOC(=O)/C(=C\c1ccccc1)C(=O)c1cc(C(C)=O)c(Nc2ccccc2)s1	3	-40	7	-7[20 µM]	10	1	-28	-0.002	2
CCO[C@@H]1OC(C(N)=O)=C[C@H](c2ccccc2)[C@H]1CCCO	0	1	3	-30	-4	-7	-2	-0.28	-2
Cn1nc(C(=O)NC(C)(C)C)c2ccccc21	8	-10	5	-23	-15	-7	-5	0.45	-8

# Grouped by structure, those above with a tert-butyl group.
compound	eIF4E-4G inh	NCF1 inh	Rad51 HR inh	Furin inh	KLK5 inh	thrombin 1536	EBV gp42 block	Cl transport mod	14-3-3 Bad inh
CC(C)(C)c1ccc(S(=O)(=O)N2CCCC2C(=O)NC2=NCCS2)cc1 (centres undefined)	-1	-14	6	-11	-10	8	-5	-0.45	-6
Cn1nc(C(=O)NC(C)(C)C)c2ccccc21	8	-10	5	-23	-15	-7	-5	0.45	-8

# Gathered by group, the compounds so far containing a thiophene ring, fused or not
compound	eIF4E-4G inh	NCF1 inh	Rad51 HR inh	Furin inh	KLK5 inh	thrombin 1536	EBV gp42 block	Cl transport mod	14-3-3 Bad inh
CCOC(=O)c1c(N)sc(C(O)(C(F)(F)F)C(F)(F)F)c1-c1ccc(OC)cc1OC	-3	-21	-1	-4	-27	-3	-7	/	12
CCOC(=O)c1cc(CC)sc1/N=C/C1=C(O)CCCC1=O	17	-13	6	37*	-9	-4	-7	-2	3[fluorescence artefact?]
FC(F)C(F)(F)C1=CC(c2cccs2)=NCCN1	-5	-6	0	-7[20 µM]	3	4	-4	0.13	-4
CCOC(=O)/C(=C\c1ccccc1)C(=O)c1cc(C(C)=O)c(Nc2ccccc2)s1	3	-40	7	-7[20 µM]	10	1	-28	-0.002	2
